ELG1 genotoxic: inducers of genotoxicity in HEK293T ELG1-luciferase cells | AID 504466 | 330,000 tested, 1.3% active | HEK293T ELG1-luciferase reporter, luminescence, 16 h | Potency, µM (doses to about 46 µM), for inactives: at the top dose activity change, positive = activation, most hits filed as activators; note: potency is the fitted concentration of half-maximal effect; % of control where 0% means no effect; nearly all actives have a fitted effect of over 60% in size
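Step 1: seed 2,000 HEK293T ELG1-luciferase cells per well. Step 2: add compound or DMSO, incubate 16 hr at 37 °C. Step 3: ONE-Glo, 30 min at room temperature, read luminescence.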
Tb PFK inh: inhibitors of T. brucei phosphofructokinase; O15648; T. brucei PFK, ADP-Glo luminescence; Potency, µM (titrated, usually from 57.5 µM), inactives show at the highest dose activity, negative = inhibition, actives largely listed as inhibitors; 330,000 tested, 0.17% active;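 note: potency is the fitted concentration of half-maximal effect; 0% = uninhibited 1x PFK enzyme wells and -100% = no-enzyme wells; nearly all actives have a fitted effect of over 60% in size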
Target sequence (O15648 whole entry, looked up): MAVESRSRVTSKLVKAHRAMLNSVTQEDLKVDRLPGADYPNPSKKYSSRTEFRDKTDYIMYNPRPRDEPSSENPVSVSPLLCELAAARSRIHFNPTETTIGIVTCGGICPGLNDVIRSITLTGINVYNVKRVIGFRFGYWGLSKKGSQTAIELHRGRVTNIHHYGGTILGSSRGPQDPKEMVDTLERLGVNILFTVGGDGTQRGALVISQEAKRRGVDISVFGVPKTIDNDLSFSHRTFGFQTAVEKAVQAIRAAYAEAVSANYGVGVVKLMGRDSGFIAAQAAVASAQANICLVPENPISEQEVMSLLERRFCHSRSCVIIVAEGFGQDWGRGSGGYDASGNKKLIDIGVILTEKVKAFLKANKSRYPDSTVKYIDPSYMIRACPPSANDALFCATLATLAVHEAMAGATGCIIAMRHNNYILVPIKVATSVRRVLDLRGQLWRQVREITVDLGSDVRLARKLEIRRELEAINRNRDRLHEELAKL
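ADP-Glo luminescence quantified ADP after 45 min at room temperature, with 1.25 nM T. brucei PFK, 0.1 mM ATP and 0.5 mM fructose-6-phosphate in pH 8.0 TEA buffer. qHTS titrations up to 57 µM; curves classified by quality.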
p53 reactivation: mutant p53 re-activation in reporter cells; H1299 p53-A138V BP100-luciferase reporter, luminescence, 24 h; Potency, µM (highest dose often 92.2 µM), for inactives: top-dose activity change, positive = activation, most hits filed as activators; 320,000 tested, 0.063% active; AID 504706; note: potency is the fitted concentration of half-maximal effect; % of control where 0% means no effect; nearly all actives have a fitted effect of over 45% in size
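H1299 (p53-null), stable ts p53-A138V + BP100-Luc; 1000 cells/well, Opti-MEM/10% FBS; cpd 4 pt, 1:5; 24 h, 37 deg C, 5% CO2; detection reagent 10 min RT; luminescence.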
Rab9 prom act: activators of Rab9 promoter; Huh7 Rab9 promoter-luciferase reporter, luminescence, 24 h; Potency, µM (doses to about 9.22 µM), without a hit: top-dose activation, negative = inhibition, hits mostly activators; 320,000 tested, 2.8% active; AID 485297; note: potency is the fitted concentration of half-maximal effect; % of control where 0% means no effect; nearly all actives have a fitted effect of over 60% in size
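Promoter activation is measured as luciferase luminescence in Huh7 cells stably transfected with a Rab9 promoter–luciferase construct, following 24 h compound exposure at 37 °C and 10 min reagent incubation at ambient temperature.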
FLuc modulator: firefly luciferase modulation, counter-screen for miR-21 project; purified FLuc, Km substrates, luminescence inhibition; Potency, µM (doses to about 57.5 µM), inactives show top-dose activity change, negative = inhibition, most hits filed as inhibitors; 360,000 tested, 6.9% active; AID 588342;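 note: potency is the fitted concentration of half-maximal effect; plate controls were vehicle for no effect and reference inhibitor for full effect; nearly all actives have a fitted effect of over 55% in size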
Target sequence (P08659 whole entry, looked up): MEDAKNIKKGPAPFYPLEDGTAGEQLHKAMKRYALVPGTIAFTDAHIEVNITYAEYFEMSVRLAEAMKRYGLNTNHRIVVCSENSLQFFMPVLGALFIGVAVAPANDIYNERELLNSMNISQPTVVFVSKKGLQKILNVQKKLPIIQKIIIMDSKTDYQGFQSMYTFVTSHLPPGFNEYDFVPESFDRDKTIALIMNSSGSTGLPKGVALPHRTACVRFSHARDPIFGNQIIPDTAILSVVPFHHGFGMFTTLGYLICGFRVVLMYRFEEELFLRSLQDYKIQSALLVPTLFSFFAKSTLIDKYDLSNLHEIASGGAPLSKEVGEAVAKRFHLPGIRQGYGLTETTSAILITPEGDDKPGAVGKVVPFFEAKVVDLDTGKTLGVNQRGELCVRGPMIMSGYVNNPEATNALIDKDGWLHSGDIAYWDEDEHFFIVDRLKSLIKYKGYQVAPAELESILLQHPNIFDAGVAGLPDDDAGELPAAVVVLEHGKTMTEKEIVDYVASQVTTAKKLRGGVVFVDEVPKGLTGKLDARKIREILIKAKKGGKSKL
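Biochemical qHTS of compounds, final roughly 60 µM downward over six points, against 10 nM purified firefly luciferase using Km concentrations of substrates (10 uM D-luciferin, 10 uM ATP) in Tris acetate pH 7.5 buffer; luminescence output.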
RORg inh: inhibitors of mouse ROR gamma transcriptional activity; P51450; Drosophila S2 Gal4-RORgamma UAS-luciferase reporter, 20 h; Potency, µM (series often up to 53.6 µM), inactives show top-dose activity change, negative = inhibition, hits mostly inhibitors; 310,000 tested, 5.4% active; AID 2551; note: potency is the fitted concentration of half-maximal effect; % is set by controls: 0 for no effect and ±100 for the full control effect; nearly all actives have a fitted effect of over 60% in size
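Luciferase reporter read in Schneider cells carrying Gal4-RORγ (mouse) and UAS-Photinus luciferase; cells given compound 1 h before 700 uM copper sulfate induction, then incubated 20 h at ambient temperature.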
BRCA1 expr up: activators of BRCA1 expression. MCF7-BRCA1-FFLuc reporter, luminescence, 48 h; response scale: scaled: vehicle 0%, 10 µM genistein 100%. Potency, µM (series often up to 46.1 µM), for the others: top-dose activation, hits mostly activators. 380,000 tested, 1.1% active; note: potency is the fitted concentration of half-maximal effect; nearly all actives have a fitted effect of over 80% in size; some results filed as inactive show a strong effect at the top dose
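Luminescence from a BRCA1-driven firefly luciferase in MCF7 cells was read after 48 h compound exposure at 37 C. Data normalized against DMSO and a 10microM genistein activation control, then curve-fitted across the titration.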
TRPV1 agonist: agonists of human vanilloid receptor 1 (TRPV1); TRPV1-expressing cells, Fluo-8 calcium influx, agonist mode; activation, % at 8.33 µM; 320,000 tested, 0.19% active; Q8NER1; AID 540275; in the data active = activation above about 80%; inconclusive = between about 30% and that limit; note: 0% is about no effect
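Cells expressing TRPV1 were dye-loaded with Fluo-8 and read kinetically: 10 s baseline, 3 min after compound (agonist portion), then 2 min after EC20 capsaicin (allosteric enhancer portion). Calcium-bound dye fluorescence at 480/520 nm.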
Gal4-VP16 FLuc: inhibits Gal4-VP16 luciferase reporter, ROR gamma counter-screen; Drosophila S2 Gal4-VP16 UAS-luciferase, luminescence, 20 h; Potency, µM (series often up to 53.6 µM), for inactives: at the highest dose activity, negative = inhibition, hits mostly inhibitors; 310,000 tested, 3.5% active;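 note: Gal4-VP16 expression switched on by copper sulfate through the metallothionein promoter; potency is the fitted concentration of half-maximal effect; % is set by controls: 0 for no effect and ±100 for the full control effect; nearly all actives have a fitted effect of over 50% in size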
ELG1 repair inh: inhibitors of ELG1-dependent DNA repair in HEK293T cells; HEK293T ELG1-luciferase reporter, luminescence, 16 h; DNA damage induced by 5-fluorouridine; Potency, µM (highest dose often 46.1 µM), without a hit: top-dose activity change, negative = inhibition, hits mostly inhibitors; 330,000 tested, 2.3% active; AID 504467; note: potency is the fitted concentration of half-maximal effect; % is set by controls: 0 for no effect and ±100 for the full control effect; nearly all actives have a fitted effect of over 55% in size
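DMSO vehicle served as the neutral condition. Each well held 2,000 cells given 5-fluorouridine plus compound; after 16 hr at 37 °C/5% CO2, ONE-Glo was added and luciferase measured 30 min later.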
NPC1 promoter act: activates the NPC1 promoter. Huh7 NPC1 promoter luciferase reporter, 24 h. Potency, µM (titrated, usually from 9.22 µM), for inactives: at the highest dose activation, hits mostly activators. 320,000 tested, 2.4% active. AID 485313;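 note: potency is the fitted concentration of half-maximal effect; % of control where 0% means no effect; nearly all actives have a fitted effect of over 60% in size; reporter is driven by a mutant NPC1 promoter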
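Readout is luciferase luminescence, reflecting NPC1 promoter activation in stably transfected Huh7 cells after 24 h compound exposure at 37 °C in reduced-serum medium with 10% FBS.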
Active calls of the source: *; ? = inconclusive; · = no result given; [ ] = another dose, or the depositor's remark. Unless noted, calls come from the whole dose curve; as a rule, active = well fitted curve in the direction sought with a large enough effect; inconclusive = small, poorly fitted or top-dose-only effect, or another doubt; inactive = no such curve, though single readings can be large; an effect the other way counts as inactive or inconclusive.

SMILES	ELG1 genotoxic	Tb PFK inh	p53 reactivation	Rab9 prom act	FLuc modulator	RORg inh	BRCA1 expr up	TRPV1 agonist	Gal4-VP16 FLuc	ELG1 repair inh	NPC1 promoter act
O=C(CN1C(=O)C2CC=CCC2C1=O)NCc1ccc2c(c1)OCO2 (configuration not stated)	-2%	-5%	-1%	2%	-5%	15%	1%	-6	-5%	13%	6%
COc1cccc(Nc2nnc(SCC(=O)Nc3sccc3C(N)=O)s2)c1	-22%	1%	1%	-2%	11µM*	?	-20%	2	-17%[10 µM]	15µM*	1%
COc1ccc(CN2CCN(C(=O)c3ccc(F)cc3)CC2)c(OC)c1	-7%	-10%	8%	-8%	0%	-12%[1.91 µM]	-24%	7	10%	-17%	-1%
N#Cc1nc(COc2ccc(Br)cc2)oc1NCCCn1ccnc1	11%	3%	-9%	1%	4%	?	-38%	8	-7%	-4%	-3%
O=C(CCc1nnc(Cc2ccc3c(c2)OCO3)o1)NC(c1ccccn1)C(F)(F)F (configuration not stated)	-2%	-2%	-3%	-4%	-1%	-7%	0%	0	-1%	8%	-3%
C=CCn1c(SCC(=O)/C(C#N)=C(\C)N)nnc1C1CCCCC1	-2%	-3%	-7%	-3%	4%	0%	21%	0	1%	-3%	1%
O=C(NCCc1cccnc1)C1CCC(=O)N(Cc2cccc(C(F)(F)F)c2)C1 (configuration not stated)	-1%	2%	-1%	-1%	4%	44%	-16%	8	10%	1%	-5%
COC(=O)C1C2CCC(C2)C1C(=O)OCC(=O)c1ccc(C)cc1 (configuration not stated)	0%	1%	7%	18%	?	20%	0%	0	16%	13%	10%
CCc1ccc(NC(=O)CC2NCCNC2=O)cc1 (configuration not stated)	12%	-7%	?	-2%	1%	10%	85%	-1	7%	?	1%
CCCCCCc1nc2ccccc2c(=O)n1NC(=O)c1c(O)c2cccc3c2n(c1=O)CCC3	0%	1%	1%	0%	2%	9%	·	0	-5%	6%	-3%
Cc1cccc(NC(=O)CCn2ccnc2C)c1	?	-4%	?	21%	?	?	44%	10	-2%	?	-2%
COc1cccc(CN(C)CC(=O)NCc2ccc(C)cc2)c1	0%	-2%	0%	-4%	-2%	1%	-3%	?	4%	2%	-3%
Cc1cccc(NS(=O)(=O)c2cccc3cccnc23)n1	-12%	-3%	-2%	-8%	1%	?	-3%	-1	-11%	16%	4%
CC(=O)c1ccc(S(=O)(=O)N2CCC3(CC2)CC(=O)c2ccccc2O3)cc1	1%	12%	1%	-9%	1%	·	0%	3	·	-1%	-5%
CC[C@@]1(C(=O)OC)N[C@H](CN(C)S(=O)(=O)c2ccc(-c3ccccc3)cc2)[C@@H]2C(=O)N(C)C(=O)[C@@H]21	0%	-2%	-11%	·	·	·	1%	·	·	5%	·
Cc1cccc(C)c1NC(=S)N(CCN(C)C)Cc1cccs1	-3%	-3%	6%	-1%	-3%	10µM*	7%	1	-3%	12%	-3%
O=C(Nc1ccc2c(c1)OCO2)Oc1ccccc1	·	·	·	·	11µM*	5%	27%	9	15%	·	·
COC(=O)c1ccc(CN2CCC(CO)(CCOc3ccccc3)CC2)cc1	0%	2%	9%	1%	1%	-41%[1.91 µM]	-3%	4	6%	-16%	-1%
CCOc1ccc(N2C(=O)C3C(c4ccc(OC)cc4OC)NC(CCSC)(C(=O)OC)C3C2=O)cc1 (configuration not stated)	2%	0%	·	-1%	0%	7%	-9%	4	19%	?	-1%
COc1ccc(N=C(NN)c2ccc3ccccc3n2)cc1	?	?	15%	22%	6.7µM*	10µM*	-75%	8	?	?	17%

Sorted by value in NPC1 promoter act (low to high): three from the list above.
SMILES	Tb PFK inh	p53 reactivation	Rab9 prom act	RORg inh	TRPV1 agonist	NPC1 promoter act
CC(=O)c1ccc(S(=O)(=O)N2CCC3(CC2)CC(=O)c2ccccc2O3)cc1	12%	1%	-9%	·	3	-5%
COC(=O)c1ccc(CN2CCC(CO)(CCOc3ccccc3)CC2)cc1	2%	9%	1%	-41%[1.91 µM]	4	-1%
COc1ccc(N=C(NN)c2ccc3ccccc3n2)cc1	?	15%	22%	10µM*	8	17%

The list continues.
SMILES	ELG1 genotoxic	Tb PFK inh	p53 reactivation	Rab9 prom act	FLuc modulator	RORg inh	BRCA1 expr up	TRPV1 agonist	Gal4-VP16 FLuc	ELG1 repair inh	NPC1 promoter act
Cc1ccc(S(=O)(=O)N2CCOCC2)cc1C(=O)OC(C)C(=O)NC1CCCC1 (configuration not stated)	0%	3%	-16%	-1%	5%	·	-1%	-1	·	8%	-1%
O=C(Cn1nnc(-c2ccccc2)n1)N1CCN(c2ccc(F)cc2)CC1	11%	-4%	-4%	1%	-2%	-25%	-9%	-5	-5%	-6%	-5%
COc1ccc(NC(=O)c2cnn3c(C(F)(F)F)cc(-c4ccco4)nc23)cc1OC	3%	3%	1%	2%	-1%	-14%	5%	3	1%	-19%	-9%
O=C(CCN1C(=O)COc2ccccc21)NCCN1CCc2ccccc2C1	0%	3%	5%	0%	1%	-2%	3%	2	-6%	2%	-1%
COc1cc(-c2nnc(NC(=O)CS(=O)(=O)c3ccc(C)cc3)o2)cc(OC)c1OC	3%	0%	7%	-5%	1%	·	-5%	-2	·	13%	-2%
Cc1nonc1OCCn1nnnc1N	2%	0%	-4%	-4%	2%	-5%	-15%	3	-1%	5%	-1%
OCCN(CCO)CC(O)COc1ccc(C23CC4CC(CC(C4)C2)C3)cc1 (configuration not stated)	1%	0%	8%	-21%	?	?	-58%	10	-19%	-5%	-5%
Cn1c(N)c(C(=O)COC(=O)CCC(=O)c2cccs2)c(=O)n(C)c1=O	2%	3%	7%	-1%	2%	-5%	15%	1	-5%	?	-2%
CCCCCCc1ccc(OCC(=O)O)cc1OCC(=O)O	2%	1%	1%	5%	3%	3%	0%	5	5%	4%	0%
CCNC(=S)NNC(=O)CCn1cc(C)cn1	1%	-3%	3%	-1%	2%	6.3µM*	0%	-1	?	0%	-2%
COc1c(C)cc(Br)cc1C(=O)Nc1ccccc1C	-5%	-1%	4%	-5%	?	-10%	19%	8	-7%	8%	-7%
COc1ccc(CN2C(=NC(=O)COc3ccccc3)SC3CS(=O)(=O)CC32)cc1 (configuration not stated)	9%	3%	-2%	2%	-2%	-36%	-8%	14	-12%	?	-17%
CN(C)CCCNc1nc(-c2ccc(Cl)cc2)nc2ccccc12	11%	0%	·	9%	-1%	-28%	-84%[inhibitor]	4	-3%	10%	2%
CCCCC1(COC(=O)CCC(=O)O)C(=O)N(c2ccccc2)N(c2ccccc2)C1=O	-5%	0%	-3%	-2%	-1%	14%	15%	-1	-9%	4%	0%
Cc1ccc(NS(=O)(=O)c2ccc(CCC(=O)NCCO)cc2)cc1	0%	-10%	2%	0%	0%	-3%	3%	0	9%	-14%	-2%
CCOC(=O)c1c(C)c(C(=O)NCc2ccccn2)c(C)n1CC	1%	-1%	-7%	3%	1%	?	4%	-3	-12%	-9%	1%
CCN(CC)CCN1C(=O)C2C(C(=O)Nc3cccc(SC)c3)C3C=CC2(O3)C1C(=O)NC1CCCC(C)C1C (configuration not stated)	0%	6%	-4%	-3%	2%	-13%	-21%	-2	-5%	12%	-2%
COc1cc(OC)cc(C(=O)NCC2CCCN(C(=O)c3csc(C)n3)C2)c1 (configuration not stated)	1%	-1%	0%	-5%	-2%	-3%	5%	2	-8%	1%	0%
Cc1ccc(S(=O)(=O)Nc2ccc(NC(=O)Nc3ccc(F)cc3F)cc2)cc1	-9%	-12%	-12%	7%	3%	?	-57%	-6	?	?	-1%
O=C(NCC(c1cccs1)N1CCOCC1)c1ccccc1NS(=O)(=O)c1ccc(Br)cc1 (configuration not stated)	-5%	-4%	2%	-15%	5%	?	-56%	-1	-21%	-15%	0%
Cn1c(-c2ccc3c(c2)OCO3)cnc1NCc1ccc(Cl)cc1	-5%	-17%	6%	1%	?	-28%	4%	3	1%	-1%	-1%
Cc1oc(C(=O)O)cc1CSCc1cc(C(=O)O)c(C)o1	-7%	-1%	?	15%	-9%	-12%[0.365 µM]	10%	-2	·	?	6%
COc1cc(/C=C/C(=O)O)cc(S(=O)(=O)N(CC(C)C)CC(C)C)c1OC	4%	1%	12%	20%	-1%	27%	-9%	1	30%	9%	0%
O=C(CN1CCN(S(=O)(=O)c2cccc(Cl)c2)CC1)NCC1(N2CCOCC2)CCCCC1	-2%	0%	-3%	-7%	0%	·	-4%	26	·	-15%	-3%

Screening data deposited in PubChem BioAssay by National Center for Advancing Translational Sciences (NCATS).
